Screening data from PubChem.
Cneo AK release: causes C. neoformans cell lysis. lysis activity, % at 15 µM. actives 0.2% (n = 360,000). AID 651654. adenylate kinase release luminescence, 4 h; normalised: neutral wells 0, clomiphene wells 100;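 active means mean lysis activity across replicates of at least 80%, whatever share of replicates individually reach that level; inactive means mean lysis activity below 80%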
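read-out = cell lysis signal | test system = log-phase Cryptococcus neoformans yeast cells | input = cells at 5 × 10^6 per mL | medium = fresh YPD growth medium | signal = luminescent adenylate kinase detection reagent | timing = 4 h at 37 °C static, read 1 h later | dosing = single dose | controls = Clomiphene as positive lysis control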
EWS-Fli inh: inhibitors of EWS/Fli oncoprotein transcriptional activity. inhibition, % at 12.6 µM. A673 NR0B1-luciferase reporter, viability-normalised. AID 651661. actives 0.67% (n = 350,000);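 active means mean inhibition of at least 50% after viability correction, with every replicate also passing that limit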;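 further: firefly luciferase signal divided by Alamar Blue viability fluorescence both relative to DMSO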
LGR2 antag: Drosophila LGR2 receptor signaling inhibition; inhibition, % at 9.99 µM; HEK293 LGR2, CRE-luciferase, bursicon-stimulated, 4 h; actives 0.35% (n = 380,000);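 active means drop in luminescence signal, shown as inhibition above about 50% in the replicate tests, limit read from the data, passing the limit was not always enough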;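 further: agonist challenge used bursicon conditioned medium at about half maximal strength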
PGC1a acetyl inh: lowers PGC1a acetylation signal in U2OS cells; actives 0.17% (n = 350,000); inhibition, % at 15.6 µM; AlphaScreen anti-acetyl-lysine; with virally co-expressed GCN5 acetyltransferase;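 active means every replicate shows inhibition of at least 40%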;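 further: 0% = neutral control wells and 100% = positive control wells; some results beyond the cut were filed as inactive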
CASP6 VEID inh: blocks human caspase-6 cleavage activity; AID 686996; actives 0.53% (n = 350,000); purified caspase-6, Z-VEID-R110 cleavage fluorescence; P55212; inhibition, % at 12.5 µM;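 active means mean inhibition across replicates at least about 35%, with every replicate also reaching that limit, limit read from the data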;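 further: 0% = median of neutral control wells and 100% = no fluorescence left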
Target sequence (P55212 24-179 limits assumed): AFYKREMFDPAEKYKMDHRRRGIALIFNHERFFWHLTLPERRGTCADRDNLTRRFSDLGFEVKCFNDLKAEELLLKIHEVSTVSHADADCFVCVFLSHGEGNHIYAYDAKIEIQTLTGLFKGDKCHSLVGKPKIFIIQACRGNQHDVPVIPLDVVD
Target sequence (P55212 194-293 limits assumed): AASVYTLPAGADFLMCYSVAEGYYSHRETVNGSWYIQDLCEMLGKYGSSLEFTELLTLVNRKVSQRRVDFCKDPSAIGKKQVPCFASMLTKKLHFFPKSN
FN deposit inh: fibronectin deposition inhibition; AH1F fibroblasts, Alexa488-fibronectin deposition fluorescence, overnight; inhibition, % at 12.6 µM; actives 0.086% (n = 350,000);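 active means mean inhibition across replicates of 30% or more, regardless of how many single replicates reach that level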;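 further: positive control wells lacked labelled fibronectin entirely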
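Material – AH1F fibroblast monolayer, labelled fibronectin deposition · Reagent – labelled fibronectin 24 nM · Timing – 1 h adhesion, overnight exposure · Measured by – fluorescence at 485 nm excitation, 525 nm emission · Read-out – inhibition of fibronectin deposition signal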
PAX8 reporter: PAX8 transcriptional activity inhibition. RMG-I TPO-luciferase reporter, SteadyGlo, 24 h. inhibition, % at 12.6 µM. actives 1.2% (n = 360,000). AID 652154;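 active means mean replicate inhibition at least 60% with every replicate also reaching 60%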;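 further: luciferase light reporting Pax8 driven TPO promoter activity; plate controls were median of neutral control wells for no effect and mitoxantrone controls for full effect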
miR122 inh: inhibitors of miR-122 in Huh7 cells; AID 602342; Huh7 miR-122 Renilla luciferase sensor, 48 h; neutral wells = 0, positive control = 100; activation (reporter increase), % at 12.5 µM; actives 0.3% (n = 340,000);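 active means mean replicate activation score at least 90 and every replicate individually at or above 90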;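 further: higher luciferase means less miR-122 activity so hits act as miR-122 inhibitors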
* hit, by the source's call; / = not tested or not shown; [ ] = remark or other dose.

1) O=c1ccc(NS(=O)(=O)c2ccccc2)cn1Cc1ccc(Cl)c(Cl)c1
2) O=C1NC(=O)N(c2ccc(Cl)cc2)C(=O)/C1=C/c1ccc2c(c1)CCN2Cc1ccccc1Cl
3) CCOc1ccccc1C1CC(c2cccs2)=NN1S(C)(=O)=O (configuration not stated)
4) O=S(=O)(c1ccc(Cl)s1)N1CCC2(CC1)OCCO2
5) CC(C)(C)c1cc(C(=O)N/N=C/c2ccc([N+](=O)[O-])s2)n[nH]1
6) COc1cccc(S(=O)(=O)N2CC[C@H]3[C@H](CO)Nc4ccc(C#Cc5ccccc5)cc4[C@H]32)c1
assay / compound,1,2,3,4,5,6
Cneo AK release,0.2,-4.0,/,2.0,-6.6,-7.0
EWS-Fli inh,/,-8.6,14.0,/,45.1,1.9
LGR2 antag,/,3.0,9.6,5.9,/,18.7
PGC1a acetyl inh,-35.6,11.5,2.8,/,-80.1,5.1
CASP6 VEID inh,/,2.0,1.3,-1.5,8.5,-0.1
FN deposit inh,-0.4,6.8,-2.1,-6.6,-2.7,14.2
PAX8 reporter,13.4,-6.2,26.4,3.1,45.4,-7.3
miR122 inh,1.8,-1.2,11.8,4.9,-16.2,-3.5[16.7 µM]

7) COc1ccc(NC(=O)Nc2cccc3c2O[C@@H](CN(C)Cc2ccc4c(c2)OCO4)[C@@H](C)CN([C@H](C)CO)C3=O)cc1
8) Cc1ccc(C(OCC(C)(C)C[N+](C)(C)C)c2ccccc2)cc1 (configuration not stated)
9) COc1ccc(-c2cc(C(=O)NNC(=O)c3csc(N4CCOCC4)n3)c3ccccc3n2)cc1
10) CCCCC(=O)Nc1nnc(-c2ccco2)o1
11) Cc1ccc(Sc2c(C)nn(C(=O)CNS(=O)(=O)c3ccc(F)cc3)c2C)cc1
12) Cc1ccc(C2=NOC(c3nnc(-c4ccccc4)o3)C2)cc1 (configuration not stated)
assay / compound,7,8,9,10,11,12
Cneo AK release,26.1,/,/,/,/,-6.9
EWS-Fli inh,/,14.0,-17.5,-0.5,-30.8,-2.4
LGR2 antag,5.9,5.0,3.6,15.1,9.1,-6.7
PGC1a acetyl inh,-1.8,0.2,0.7,/,7.6,/
CASP6 VEID inh,4.0,-4.7,0.8,2.8,-3.3,1.2
FN deposit inh,/,2.2,-0.1,-6.9,2.2,-1.7
PAX8 reporter,5.4,49.4,-15.6,8.4,38.1,11.8
miR122 inh,57.8[16.7 µM],1.7,-3.3,/,-3.8,/

13) COc1ccccc1NC1=C(Cl)C(=O)N(C2CCCCC2)C1=O
14) COc1ccccc1NS(=O)(=O)c1cccc(NC(=O)c2nn(C)c(=O)c3ccccc23)c1
15) C#CCO[C@@H]1C[C@H](n2cnc3c(=O)[nH]c(NC(=O)C(C)C)nc32)O[C@@H]1CO
16) C[C@@H]1CN([C@@H](C)CO)C(=O)CCCn2cc(nn2)CO[C@@H]1CN(C)Cc1cccc(O)c1
17) COc1ccc(-c2noc(CCC(=O)NCc3ccco3)n2)cc1
18) O=C1C=CN2CCOCC2C1 (configuration not stated)
assay / compound,13,14,15,16,17,18
Cneo AK release,0.1,0.3,3.3,/,-0.3,1.5
EWS-Fli inh,/,-10.5,-8.6,8.8,-11.6,-0.7
LGR2 antag,/,-16.9,13.0,6.5,-7.4,18.3
PGC1a acetyl inh,3.8,-6.2,-8.6,1.1,1.4,7.5
CASP6 VEID inh,/,0.4,0.5,/,1.0,-3.0
FN deposit inh,-0.1,9.4,-0.1,-6.4,-0.9,4.3
PAX8 reporter,/,30.8,1.1,-6.1,-8.8,-9.7
miR122 inh,-4.9,48.1,-2.4,-0.6[16.7 µM],-5.5,-1.3

Rewritten with values under each structure: 2 of the compounds above
Values run as follows: Cneo AK release, EWS-Fli inh, LGR2 antag, PGC1a acetyl inh, CASP6 VEID inh, FN deposit inh, PAX8 reporter, miR122 inh
#15 C#CCO[C@@H]1C[C@H](n2cnc3c(=O)[nH]c(NC(=O)C(C)C)nc32)O[C@@H]1CO
→ 3.3, -8.6, 13.0, -8.6, 0.5, -0.1, 1.1, -2.4
#16 C[C@@H]1CN([C@@H](C)CO)C(=O)CCCn2cc(nn2)CO[C@@H]1CN(C)Cc1cccc(O)c1
→ /, 8.8, 6.5, 1.1, /, -6.4, -6.1, -0.6[16.7 µM]

The list goes on.
19) CCOC(=O)C[C@@H]1OC[C@H](Cc2ccccc2)N1S(=O)(=O)c1ccc(C)cc1
20) COC(=O)[C@]1(C)N[C@H](CN(C)C(=O)C2CCCCC2)[C@@H]2C(=O)N(Cc3ccccc3)C(=O)[C@@H]21
21) c1ccc(C[C@H]2CN=C(Nc3ccccc3)N2CC2CCCCC2)cc1
22) CCC1(CC)Cc2ccccc2-c2nc(CN3CCOCC3)[nH]c(=O)c21
23) COC(=O)C1(C)NC(c2ccccc2OC)C2C(=O)N(c3ccccc3)C(=O)C21 (configuration not stated)
24) CCOC(=O)N1CCN(S(=O)(=O)N2CCCC(C(=O)NC(C)c3ccccc3)C2)CC1 (configuration not stated)
assay / compound,19,20,21,22,23,24
Cneo AK release,/,-1.3,1.8,-0.3,-1.1,4.1
EWS-Fli inh,14.2,-5.0,-8.4,/,-2.6,9.1
LGR2 antag,/,-7.6,-7.7,/,7.4,5.0
PGC1a acetyl inh,/,/,-6.1,-2.6,-4.6,5.0
CASP6 VEID inh,-0.6,-3.6,-0.2,/,-0.3,8.2
FN deposit inh,4.3,7.7,7.4,-5.4,2.1,18.2
PAX8 reporter,-22.4,4.0,-12.7,11.4,12.8,9.0
miR122 inh,/,/,-1.6,-6.9,-1.1,-20.2

25) O=S(=O)(Nc1ccc(F)cc1)c1ccc(S(=O)(=O)N2CCOCC2)cc1
26) CN(CC(=O)Nc1ccc(F)c(F)c1F)C(=O)c1n[nH]c(=O)c2ccccc12
27) C[C@H]1CN([C@@H](C)CO)C(=O)Cc2cc(NC(=O)Nc3ccc(F)cc3)ccc2O[C@H]1CN(C)S(=O)(=O)c1cccs1
28) C[C@@H]1CN([C@H](C)CO)C(=O)c2cc(NC(=O)c3ccccc3)ccc2O[C@@H](C)CCCCO[C@H]1CN(C)S(=O)(=O)c1ccc(F)cc1
29) O=C(C1CCN(S(=O)(=O)c2cccc3cccnc23)CC1)N1CCCC1
30) COc1ccc(OCC(=O)N/N=C(\CCC(=O)O)c2cccs2)cc1
assay / compound,25,26,27,28,29,30
Cneo AK release,-0.1,/,0.0,-1.6,-0.4,1.1
EWS-Fli inh,1.9,1.2,-5.2,6.0,-1.8,-8.4
LGR2 antag,-6.4,-6.3,-3.9,-10.7,-0.1,-2.7
PGC1a acetyl inh,1.7,-2.3,-3.9,-4.1,3.8,/
CASP6 VEID inh,0.3,0.9,-3.3,-1.2,-0.6,-3.1
FN deposit inh,-4.4,-1.3,-1.1,9.2,-3.7,/
PAX8 reporter,17.0,10.2,47.4,3.4,18.1,-5.3
miR122 inh,1.0,/,-4.1[16.7 µM],-2.4[16.7 µM],-2.3,-7.8

31) COc1ccc(NS(=O)(=O)c2cccc(C(=O)N/N=C(\C)c3cccnc3)c2)cc1
32) COc1ccc(NC(=O)COC(=O)c2c(F)cccc2Cl)cc1OC
33) Cc1ccc2c(c1)C1CN(C)CCC1N2C(=O)c1ccccc1NS(=O)(=O)c1ccc(F)cc1 (configuration not stated)
34) O=C(C[C@H]1CC[C@@H](NC(=O)c2ccncc2)[C@@H](CO)O1)NCC1CCCCC1
35) CC(C)(C)c1ccc(C(=O)NCC(=O)O)cc1
36) Cc1cccc(S(=O)(=O)N2CCCCN3[C@H](CO)[C@H](c4ccc(C#C[C@H](C)O)cc4)[C@@H]3C2)c1
assay / compound,31,32,33,34,35,36
Cneo AK release,-3.1,/,0.9,42.2,/,54.6
EWS-Fli inh,-6.8,-10.5,0.6,1.9,-6.7,20.6
LGR2 antag,-0.2,-24.9,8.6,-1.8,15.9,20.5
PGC1a acetyl inh,/,/,6.7,-2.0,-5.0,-9.5
CASP6 VEID inh,2.4,4.9,29.1,-1.1,-1.6,-1.8
FN deposit inh,-2.6,4.7,-1.9,15.8,1.4,/
PAX8 reporter,-3.5,-132.7,-6.9,-2.4,-4.0,14.1
miR122 inh,4.3,/,1.8,6.4[16.7 µM],-8.6,6.2[16.7 µM]

37) Cc1ccc(C)c(NC(=O)CN(C)C(=O)c2ccc(-n3cncn3)c([N+](=O)[O-])c2)c1
38) CCOC(=O)/C=c1/s/c(=C/c2ccccc2OC)c(=O)n1CC(=O)N1CCOCC1
39) O=C(CC1CC1)N1CC(=O)N2[C@H](CO)[C@@H](c3ccc(/C=C/c4ccccc4)cc3)[C@@H]2C1
40) O=C(Nc1ccc(OC(F)F)c(Cl)c1)c1ccccn1
41) CCC(CO)Oc1cc(NC(=O)c2cccc(OC)c2)c2ncn(C(C)C)c2c1 (configuration not stated)
42) CC(=O)N(C)C[C@H]1Oc2ncc(C#CC(C)(C)O)cc2C(=O)N([C@@H](C)CO)C[C@@H]1C
assay / compound,37,38,39,40,41,42
Cneo AK release,/,1.0,/,/,-1.0,-4.3
EWS-Fli inh,0.1,-3.0,-5.2,-119.6,5.2,-14.5
LGR2 antag,-5.0,-13.9,15.2,-74.6,3.9,-8.3
PGC1a acetyl inh,/,-8.7,-9.7,/,1.0,-4.6
CASP6 VEID inh,-1.4,-3.9,-1.4,0.2,2.6,5.1
FN deposit inh,3.8,5.1,-6.3,9.8,-44.0,-10.6
PAX8 reporter,-4.1,3.0,/,-197.5,18.0,/
miR122 inh,/,-0.9,/,/,-3.8,-1.8[16.7 µM]

43) Cc1ccc(NC(=O)C2CC(=O)NC(N3CCCCC3)=N2)cc1Cl (configuration not stated)
44) Cc1cc(SCC(=O)N/N=C/c2ccc(O)cc2O)c(C)cc1Br
45) CCOCCCNC(=O)/C=C1\Sc2ccccc2N(Cc2ccccc2F)C1=O
46) COc1ccccc1-c1ccc(=O)n(CC(=O)NCc2ccco2)n1
47) COc1ccccc1NC(=O)N[C@@H]1CC[C@@H](CCNS(=O)(=O)c2ccccc2)O[C@@H]1CO
assay / compound,43,44,45,46,47
Cneo AK release,1.0,/,-5.1,/,4.9
EWS-Fli inh,/,/,-40.0,-11.4,-0.3
LGR2 antag,/,37.6,-5.5,-19.8,2.9
PGC1a acetyl inh,/,13.4,-13.0,-4.5,-6.4
CASP6 VEID inh,/,2.3,2.3,-5.5,-0.9
FN deposit inh,1.1,0.3,7.9,/,/
PAX8 reporter,-4.8,29.8,-7.4,4.8,0.6
miR122 inh,-2.7,-7.9,1.2,-3.7,1.9[16.7 µM]

Five compounds from above, arranged by their value in PGC1a acetyl inh, smallest number first:
nr	smiles	PGC1a acetyl inh
47	COc1ccccc1NC(=O)N[C@@H]1CC[C@@H](CCNS(=O)(=O)c2ccccc2)O[C@@H]1CO	-6.4
14	COc1ccccc1NS(=O)(=O)c1cccc(NC(=O)c2nn(C)c(=O)c3ccccc23)c1	-6.2
42	CC(=O)N(C)C[C@H]1Oc2ncc(C#CC(C)(C)O)cc2C(=O)N([C@@H](C)CO)C[C@@H]1C	-4.6
34	O=C(C[C@H]1CC[C@@H](NC(=O)c2ccncc2)[C@@H](CO)O1)NCC1CCCCC1	-2.0
6	COc1cccc(S(=O)(=O)N2CC[C@H]3[C@H](CO)Nc4ccc(C#Cc5ccccc5)cc4[C@H]32)c1	5.1
